# Screening results from PubChem.
# All columns: NCI-60 one-dose screen, growth in % after 48 h at 10 µM unless noted; 100 = growth as untreated, 0 = no growth, -100 = all killed.
# NCI-H460 = NCI-H460 lung cancer | 6.8% of 82,000 active
# OVCAR-3 = OVCAR-3 ovarian cancer; 7% of 79,000 active; AID 1794787
# OVCAR-5 = OVCAR-5 ovarian cancer; 2.9% of 82,000 active
# OVCAR-8 = OVCAR-8 ovarian cancer. 4.4% of 81,000 active
# NCI/ADR-RES = NCI/ADR-RES ovarian cells; 4.4% of 81,000 active
# NCI-H522 = NCI-H522 lung cancer | 8% of 78,000 active | AID 1794739
# NCI-H23 = NCI-H23 lung cancer. 4% of 80,000 active
# NCI-H226 = NCI-H226 lung cancer | 3.5% of 79,000 active | AID 1794732
# NCI-H322M = NCI-H322M lung cancer; 2.7% of 80,000 active; AID 1794733
# * = called active by the depositor; / = no result given; & = joins results of further samples; [ ] = another dose, or the depositor's remark. How the source made its calls: active means growth percent below 10; inactive means the rest.
# Order of values – NCI-H460	OVCAR-3	OVCAR-5	OVCAR-8	NCI/ADR-RES	NCI-H522	NCI-H23	NCI-H226	NCI-H322M
> Cc1cc(OCc2nnc(SC3CCCC3)n2-c2cccnc2)ccc1-c1ccc(S(C)(=O)=O)cc1
    75.6[1 µM]	71.5[1 µM]	122.2[1 µM]	66.4[1 µM]	66.9[1 µM]	53.6[1 µM]	47.9[1 µM]	68.4[1 µM]	92.3[1 µM]
> C=C1CC[C@@H]2C(C)(C)C(=O)CC[C@@]2(C)[C@@H]1COc1ccc2ccc(=O)oc2c1
    98.5	101.6	103.2	81.3	85.6	86.4	87.9	79.8	93.0
> Nc1nnc(-c2c[nH]c3ccccc23)c(-c2c[nH]c3ccccc23)n1
    98.4	95.6	98.6	96.4	102.1	82.1	88.6	81.3	90.1
> O=C(Nc1ccc(OC(F)(F)F)cc1)c1sccc1NCc1ccnc2ccccc12
    77.1	84.1	77.6	83.2	92.3	42.8	72.2	81.5	85.5
> Cc1c(NC(=O)c2cccnc2)c(=O)n(-c2ccccc2)n1C
    114.3	101.2	/	96.7	102.7	108.5	93.3	108.7	107.9
> CC(=O)NC(Cc1ccccc1)C(=O)O (stereo unspecified)
    113.2&102.0	107.8&114.1	106.6&98.2	97.5&100.4	106.4&98.3	86.5	110.4&98.6	106.9&94.0	96.2&93.3
> COCCCOc1cc(C[C@@H](C[C@H](N)[C@@H](O)C[C@H](C(=O)NCC(C)(C)C(N)=O)C(C)C)C(C)C)ccc1OC
    111.7	115.9	110.2	104.9	102.7	101.2	99.4	101.9	113.8
> CNC(=O)CN1CCC(Oc2cc3c(Nc4cccc(Cl)c4F)ncnc3cc2OC)CC1
    89.9	46.3	25.3	45.6	56.6	5.9*	79.7	76.7	-5.1*
> O=C(c1ccc(F)cc1)C1CCN(CCn2c(=O)[nH]c3ccccc3c2=O)CC1
    121.6	96.9	99.9	102.6	101.7	82.9	99.6	97.8	105.0
> CC1=CC(=O)NS(=O)(=O)O1
    104.2	114.2	108.2	88.1	/	117.1	/	97.4	98.2
> CN1CCN(C(c2ccccc2)c2ccccc2)CC1
    106.1&121.6	128.7&115.9	119.0&105.2	97.3&100.5	102.7&107.0	98.4&102.3	99.9&104.4	92.1&101.5	106.4&106.0
> C=CC(=O)Nc1cccc(Nc2nc(Nc3ccc(N4CCN(C(C)=O)CC4)cc3OC)ncc2C(F)(F)F)c1
    9.6*	19.5	13.4	18.9	21.3	-12.0*	26.7	26.8	-28.9*
> COC(=O)C(C)(C)C1Oc2ccc(F)cc2C(=O)/C1=C\O (stereo unspecified)
    109.6	98.2	105.6	99.6	106.4	73.8	106.2	86.5	100.5
> C[C@@H]1COC(Nc2ccc3ncnc(Nc4ccc(OCc5nccs5)c(Cl)c4)c3c2)=N1
    57.9	31.7	59.6	10.4	10.0*	2.8*	46.8	17.1	20.1
> Cc1cc(Nc2ncc(Cl)c(Nc3ccccc3S(=O)(=O)C(C)C)n2)c(OC(C)C)cc1C1CCNCC1
    -86.5*	-96.4*	-96.6*	-67.2*	-60.6*	-89.3*	-86.5*	-64.8*	-93.9*
> Cn1cc(-c2nnc(N)nc2-c2cn(C)c3ccc(Br)cc23)c2ccccc21
    105.6	108.2	97.3	94.8	96.2	94.8	93.7	100.9	99.8
> O=C(COc1ccc(Cl)cc1)NCCO
    107.6	107.8	106.4	101.2	103.4	90.9	103.8	100.5	101.1
> Cn1c(=O)c2[nH]c(Br)nc2n(C)c1=O
    106.5&105.5	102.6&104.6	106.7&99.2	101.4&103.7	112.8&113.5	123.7	114.8&109.2	122.2&95.7	119.2&101.3
> C[C@]12CCc3c(ccc4cc(O)ccc34)[C@@H]1CC[C@H]2O
    102.3	94.9	106.9	103.0	101.3	88.3	95.7	91.9	105.4
> COc1ccc(C(=O)NCc2ccc(OCCN(C)C)cc2)cc1OC
    105.1	99.7	102.8	103.7	101.9	/	106.6	102.6	/
> CC(=O)[C@H]1CCC2C3C[C@H](C)C4=CC(=O)CC[C@]4(C)C3[C@@H](O)C[C@@]21C (stereo partly specified)
    101.3	111.0	91.3	85.6	81.6	85.2	102.4	79.6	94.0
> Cc1ccc(NC(=O)Nc2ccc3nc(NS(=O)(=O)c4ccc5ccccc5c4)sc3c2)cc1Cl
    102.6	108.6	107.6	100.2	98.3	96.9	93.6	90.1	101.1
> Nc1nnc(-c2c[nH]c3ccc(Br)cc23)c(-c2c[nH]c3ccc(Br)cc23)n1
    100.3	104.9	107.6	97.9	106.9	91.3	102.3	88.4	95.3
> COc1ccccc1N1CCN(CCCNc2cc(=O)n(C)c(=O)n2C)CC1
    104.7&107.9	110.7&109.5	98.0	98.6&96.9	102.1&99.4	116.7&92.4	102.1&101.3	107.4&102.5	114.2&96.2
> C[C@@H]1CC2C3C[C@H](F)C4=CC(=O)C=C[C@]4(C)[C@@]3(F)[C@@H](O)C[C@]2(C)[C@@]1(O)C(=O)COC(=O)C(C)(C)C (stereo partly specified)
    107.1	117.8	83.2	95.5	91.3	95.5	104.7	65.4	101.9
> c1ccc(CN(CC2=NCCN2)c2ccccc2)cc1
    112.4	104.8	106.3	/	101.8	91.8	104.9	104.3	104.2
> CCOc1ccccc1C(N)=O
    95.8	110.3	94.8	99.4	99.2	89.6	99.8	88.0	95.5
> O=C(O)c1ccc[n+]([O-])c1
    106.3&113.5	119.7&112.9	113.8&109.8	100.2&99.6	110.0&107.3	85.8&99.8	105.1	117.2&111.2	138.5&102.0
> Cn1c(=O)c2c(ncn2CC2OCCO2)n(C)c1=O
    113.8	111.6	106.3	103.2	106.9	/	102.1	107.9	/
> Cn1cc(-c2nnc(-c3ccccc3)o2)c2cccnc21
    95.4	91.5	79.2	93.7	86.9	80.1	85.1	82.7	88.5

# Record cards, as listed above. Values in the order: NCI-H460, OVCAR-3, OVCAR-5, OVCAR-8, NCI/ADR-RES, NCI-H522, NCI-H23, NCI-H226, NCI-H322M
# Entry for c1ccc(CN(CC2=NCCN2)c2ccccc2)cc1 → 112.4, 104.8, 106.3, /, 101.8, 91.8, 104.9, 104.3, 104.2
# Entry for Cn1c(=O)c2c(ncn2CC2OCCO2)n(C)c1=O → 113.8, 111.6, 106.3, 103.2, 106.9, /, 102.1, 107.9, /

# Some values from above.
# `CC(=O)[C@H]1CCC2C3C[C@H](C)C4=CC(=O)CC[C@]4(C)C3[C@@H](O)C[C@@]21C` (stereo partly specified) in NCI-H23 → 102.4
# `COc1ccc(C(=O)NCc2ccc(OCCN(C)C)cc2)cc1OC` in NCI-H460 → 105.1
# `c1ccc(CN(CC2=NCCN2)c2ccccc2)cc1` in OVCAR-3 → 104.8

# The listing picks up, repeating the 4 entries before the break.
SMILES | NCI-H460 | OVCAR-3 | OVCAR-5 | OVCAR-8 | NCI/ADR-RES | NCI-H522 | NCI-H23 | NCI-H226 | NCI-H322M
CCOc1ccccc1C(N)=O | 95.8 | 110.3 | 94.8 | 99.4 | 99.2 | 89.6 | 99.8 | 88.0 | 95.5
O=C(O)c1ccc[n+]([O-])c1 | 106.3&113.5 | 119.7&112.9 | 113.8&109.8 | 100.2&99.6 | 110.0&107.3 | 85.8&99.8 | 105.1 | 117.2&111.2 | 138.5&102.0
Cn1c(=O)c2c(ncn2CC2OCCO2)n(C)c1=O | 113.8 | 111.6 | 106.3 | 103.2 | 106.9 | / | 102.1 | 107.9 | /
Cn1cc(-c2nnc(-c3ccccc3)o2)c2cccnc21 | 95.4 | 91.5 | 79.2 | 93.7 | 86.9 | 80.1 | 85.1 | 82.7 | 88.5
C1CCC(C(CC2CCCCN2)C2CCCCC2)CC1 (stereo unspecified) | -84.3* | -3.8* | / | / | 14.3 | -16.8* | 9.3* | 28.0 | 49.8
COc1ccc(C2NC(=S)NC(C)=C2C(=O)Nc2ccc(S(N)(=O)=O)cc2)cc1O (stereo unspecified) | 111.3 | 87.4 | 101.0 | 117.1 | 112.9 | 95.2 | 99.4 | 100.6 | 103.6
CC(=O)Nc1ccc(C(=O)/C=C/c2ccc(N(C)C)cc2)cc1 | 97.6 | 104.6 | 105.6 | 101.6 | 99.3 | 76.6 | 93.9 | 96.9 | 105.5
CC1COc2c(N3CCN(C)CC3)c(F)cc3c(=O)c(C(=O)O)cn1c23 (stereo unspecified) | 114.4 | 122.1 | 109.4 | 99.9 | 103.9 | 96.5 | 104.4 | 98.8 | 107.1
CC(/C=C/c1ccccc1)=N\OCC(=O)Nc1ccccc1 | 98.0 | 104.3 | 93.0 | 91.7 | 95.4 | 81.9 | 101.1 | 83.4 | 79.0
CCCCSc1nc(NC(=O)CN2CCN(c3cc4c(cc3F)c(=O)c(C(=O)O)cn4C3CC3)CC2)cc(=O)[nH]1 | 96.4 | 101.7 | 103.7 | 95.9 | 99.0 | 85.5 | 93.0 | 93.9 | 100.2
C[C@@H](Oc1cc(-n2cnc3ccc(CN4CCN(C)CC4)cc32)sc1C(N)=O)c1ccccc1C(F)(F)F | 8.5* | 38.0 | 19.9 | 5.2* | 18.5 | -13.5* | 32.9 | 69.3 | 63.8
CC[N+](C)(CC)CCOC(=O)C(O)(c1ccccc1)C1CCCCC1 (stereo unspecified) | 106.2 | 98.6 | 121.4 | 100.0 | 104.2 | / | 94.7 | 105.3 | 100.0
O=C(CCNNC(=O)c1ccncc1)NCc1ccccc1 | 102.5 | 102.0 | 104.6 | 100.2 | 96.5 | 58.2 | 95.8 | 90.7 | 110.1
O=C(Nc1ccc(Oc2ccc(Cl)c(F)c2)cc1)c1ccc2nc(NS(=O)(=O)c3ccc4ccccc4c3)sc2c1 | 107.7 | 93.0 | 99.4 | 91.2 | 96.3 | 81.2 | 94.7 | 101.0 | 92.7
CCCn1cnc2c1c(=O)n(CCCCC(C)=O)c(=O)n2C | 102.6 | 115.4 | 109.6 | 98.3 | 108.4 | 113.5 | 105.3 | 100.2 | 97.4
C=C[C@H]1CN2CC[C@H]1C[C@@H]2[C@@H](O)c1ccnc2ccc(OC)cc12 | / | / | / | / | 107.8 | / | 99.7 | / | /
COc1cccc([C@@H]2C[C@@H]3Cc4cc(Br)c5ccccc5c4N2O3)c1 | 103.4 | 106.0 | 98.0 | 93.6 | 92.2 | 76.3 | 84.8 | 91.4 | 99.8
COc1ccc(/C=C/C(=O)Nc2ccccc2C(=O)O)cc1OC | 104.4 | 103.6 | 110.5 | 97.7 | 86.1 | 86.2 | 110.0 | 102.7 | 96.1
O=C(/C=C/c1ccc(Cl)cc1Cl)c1ccc(Cl)nc1 | 103.7 | 102.9 | 95.7 | 98.9 | 94.3 | 75.8 | 89.0 | 99.0 | 87.3
COC(=O)c1ccc(O)cc1 | 105.0 | 101.9 | 111.9 | 101.7 | 106.4 | 100.6 | 96.9 | 93.3 | 99.0
C[C@@H]1COCCN1c1cc(C2([S@](C)(=N)=O)CC2)nc(-c2ccnc3[nH]ccc23)n1 | 9.4* | 31.7 | 34.5 | 30.7 | 80.4 | 30.9 | -1.2* | 39.5 | 3.9*
c1cc(OCCN2CCCCC2)cc(-c2n[nH]c3ccc(-c4ncn[nH]4)cc23)c1 | 66.0 | 69.0 | 56.5 | 72.2 | 89.7 | 36.8 | 43.8 | 61.6 | 37.6
O=C1c2c(O)cccc2C(C2OC(CO)C(O)C(O)C2O)c2cc(CO)cc(O)c21 (stereo unspecified) | 102.7 | 110.0 | 105.5 | 92.1 | 104.2 | 81.5 | 103.8 | 87.5 | 92.9
Cn1cc(-c2nnc(N)nc2-c2c[nH]c3ccccc23)c2cc(Br)ccc21 | 93.3 | 74.7 | 109.3 | 96.7 | 91.6 | 81.3 | 92.6 | 110.4 | 77.1
COc1cc2c(cc1OC)C(=O)C(CC1CCN(Cc3ccccc3)CC1)C2 (stereo unspecified) | 114.2 | 111.4 | 100.5 | 97.5 | 92.2 | 97.5 | 109.6 | 99.1 | 92.9
CC(C)c1cc(CNc2nc(Nc3cc(C4CC4)[nH]n3)cc(N3CCN(C)CC3)n2)on1 | -47.6* | 15.5 | 18.5 | 6.5* | 39.2 | -34.7* | -25.0* | -3.3* | -20.1*
COc1ccc(/C=C/C(C)=N/OC(C)C(=O)O)cc1 (stereo unspecified) | 103.7 | 106.8 | 98.3 | 104.1 | 105.3 | 80.2 | 102.4 | 101.5 | 95.9
Cc1cc(-c2ccccc2)nnc1NCCN1CCOCC1 | 111.6 | 112.7 | / | 102.7 | 105.0 | 94.1 | 101.7 | 99.3 | 102.1
C[C@H](CCC(=O)O)[C@H]1CCC2C3C(CC[C@@]21C)[C@@]1(C)CC[C@@H](O)C[C@H]1C[C@@H]3O (stereo partly specified) | 109.5 | 128.8 | / | 108.0 | 103.7 | 106.6 | 97.1 | 95.0 | 113.0
NS(=O)(=O)c1cccc(N2C(=O)CCC2=O)c1 | 111.3 | 103.9 | 102.5 | 106.1 | 98.1 | 88.4 | 95.1 | 98.4 | 101.9
COc1ccc(NC(=O)CSc2nc(NC(=O)CN3CCN(c4cc5c(cc4F)c(=O)c(C(=O)O)cn5C4CC4)CC3)cc(=O)[nH]2)cc1 | 103.6 | 106.6 | 97.3 | 102.1 | 97.8 | 89.8 | 91.2 | 97.6 | 100.4
COc1ccc(-c2cc3c(C)nc(N)nc3n(C3CCC(OCCO)CC3)c2=O)cn1 (stereo unspecified) | 6.8* | -10.5* | -18.8* | -12.6* | -14.7* | -1.9* | 15.0 | -0.6* | -36.4*
CC(C)(C)c1ccc2c(c1)C(=O)N(c1cccc(S(N)(=O)=O)c1)C2=O | 106.0 | 108.9 | 96.6 | 103.1 | 110.0 | 90.7 | 96.2 | 103.5 | 93.7
c1ccc(CC2=NCCN2)cc1 | 117.8 | 124.7 | / | 112.9 | 116.0 | 104.3 | 111.0 | 104.9 | 96.4

# This is a subset. The share of hits here may be higher or lower than overall.
